Source: PubChem
Bim-Bcl-B: human Bim-Bcl-B interaction inhibition; inhibition, % at 10 µM; 190,000 tested, 0.073% active; AID 951; Q9HD36; bead-based flow cytometry, Bim peptide-Bcl-B binding;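 note: 0% = tracer peptide without compound and 100% = reference inhibitor peptide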
Target sequence (Q9HD36 whole entry, looked up): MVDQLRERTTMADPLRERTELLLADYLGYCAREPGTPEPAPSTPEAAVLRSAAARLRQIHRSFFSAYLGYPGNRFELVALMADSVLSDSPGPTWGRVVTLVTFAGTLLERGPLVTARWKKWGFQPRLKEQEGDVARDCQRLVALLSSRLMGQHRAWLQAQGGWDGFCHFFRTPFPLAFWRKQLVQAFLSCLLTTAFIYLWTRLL
Rac1 mut GTP: alters GTP binding to activated mutant human Rac1 | GST-Rac1 activated beads, fluorescent GTP binding, flow cytometry; actives lie on both sides; 100% means binding = to untreated wells | P63000 | AID 764 | 190,000 tested, 0.11% active | percent activity (GTP binding), % at 10 µM;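 active = GTP binding at least 20 percentage points away from the 100% baseline, in either direction, so actives lie on both sides; inconclusive = Compound likely fluorescent itself, or too few beads counted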
Bcl-XL Bim block: inhibitors of Bim-Bcl-XL interaction, human | Q07817 | 190,000 tested, 0.04% active | Bim peptide-Bcl-XL binding, bead flow cytometry, fluorescence | inhibition, % at 10 µM
Target sequence (Q07817 whole entry, looked up): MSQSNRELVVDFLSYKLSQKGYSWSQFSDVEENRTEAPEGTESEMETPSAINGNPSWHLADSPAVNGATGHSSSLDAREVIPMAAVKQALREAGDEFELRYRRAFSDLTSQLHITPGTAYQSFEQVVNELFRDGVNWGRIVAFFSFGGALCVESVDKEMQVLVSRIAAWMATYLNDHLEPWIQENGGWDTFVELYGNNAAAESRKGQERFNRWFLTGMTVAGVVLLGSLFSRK
Cdc42 wt: modulators (inhibitors or activators) of GTP binding to human Cdc42 wildtype; GST-Cdc42 beads, Bodipy-GTP binding, flow cytometry; actives lie on both sides; percent activity (GTP binding), % at 10 µM; P60953; 190,000 tested, 0.2% active;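 active = percent activity GTP binding at least 20 points away from the 100% baseline, either down as inhibitor or up as activator; inconclusive = compound flagged as likely green fluorescent from well-wide comparison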;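 note: median bead fluorescence of bound Bodipy-FL-GTP at 100 nM; 0% = excess unlabeled GTP control and 100% = no compound control; below 100% means less GTP binding so inhibitor and above means activator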
Target sequence (P60953 whole entry, looked up): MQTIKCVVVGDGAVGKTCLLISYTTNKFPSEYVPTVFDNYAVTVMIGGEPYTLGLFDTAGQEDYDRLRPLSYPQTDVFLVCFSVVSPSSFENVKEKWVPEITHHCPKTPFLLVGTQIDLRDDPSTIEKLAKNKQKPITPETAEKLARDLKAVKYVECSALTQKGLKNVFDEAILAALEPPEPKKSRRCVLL
Rac1 wt GTP bind: alters GTP binding to wildtype human Rac1; P63000; GST-Rac1 beads, fluorescent GTP binding, flow cytometry; actives lie on both sides; 0 = cold GTP competed, 100 = untreated; GTP binding activity (% of control), % at 10 µM; 190,000 tested, 0.27% active; AID 757;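 active = GTP binding activity at least 20 points away from the 100% control level, either lower or higher; inconclusive = compound flagged as likely green fluorescent, judged across all proteins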
HRas wt GTP bind: changes GTP binding to wildtype human HRas | P01112 | GST-Ras wt beads, Bodipy-FL-GTP binding, flow cytometry; actives lie on both sides | GTP binding activity, % at 10 µM | 190,000 tested, 0.14% active | AID 759;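 active = GTP binding activity at least 20% away from the 100% baseline, either lowered as inhibitor or raised as activator; inconclusive = flagged as likely green fluorescent, judged across all proteins in the well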;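 note: 0% = unlabeled GTP competition control and 100% = no-compound control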
Target sequence (P01112 whole entry, looked up): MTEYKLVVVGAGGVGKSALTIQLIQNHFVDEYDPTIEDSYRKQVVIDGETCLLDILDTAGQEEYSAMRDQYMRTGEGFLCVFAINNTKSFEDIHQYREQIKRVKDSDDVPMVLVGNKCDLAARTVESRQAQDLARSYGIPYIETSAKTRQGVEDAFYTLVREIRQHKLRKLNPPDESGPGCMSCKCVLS
Bcl-2 Bim block: human Bim-Bcl-2 interaction inhibition. P10415. Bead-based flow cytometry, Bim peptide-Bcl-2 binding. inhibition, % at 10 µM. 190,000 tested, 0.06% active. AID 950; in the data active = inhibition above about 40%; inconclusive = no clear call, values can overlap the other calls;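 note: 0% = no compound wells with probe peptide and 100% = reference peptide inhibitor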
Target sequence (P10415 whole entry, looked up): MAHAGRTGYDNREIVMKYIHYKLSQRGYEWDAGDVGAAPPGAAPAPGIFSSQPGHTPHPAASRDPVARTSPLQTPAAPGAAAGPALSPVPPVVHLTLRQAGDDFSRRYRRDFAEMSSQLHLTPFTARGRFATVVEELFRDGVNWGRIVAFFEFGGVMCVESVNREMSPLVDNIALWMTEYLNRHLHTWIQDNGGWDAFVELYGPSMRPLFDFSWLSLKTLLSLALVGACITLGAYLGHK
Bcl-W Bim block: disrupts Bim peptide binding to human Bcl-W | Q92843 | bead-based flow cytometry | inhibition, % at 10 µM | 190,000 tested, 0.02% active | AID 952;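 note: 0% = bound tracer without compound and 100% = peptide blocker; higher means less fluorescent Bim peptide bound to Bcl-W beads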
Rab2A wt mod: changes GTP binding to wildtype dog Rab2A, up or down | AID 760 | 190,000 tested, 0.19% active | GTP binding activity, % at 10 µM | P61105 | GST-Rab2 wt beads, Bodipy-GTP binding, flow cytometry;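 active = GTP binding activity at least 20 points away from 100%, either lowered or raised; inconclusive = signal likely due to the compound's own green fluorescence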;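 note: 0% = beads with excess unlabeled GTP and 100% = no-compound control corrected for plate trend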
Rab7 wt modul: modulators of GTP binding to dog Rab7 wildtype GTPase; GST-Rab7 beads, fluorescent GTP binding, flow cytometry; actives lie on both sides; untreated = 100%, excess cold GTP = 0%; GTP binding activity (percent of control), % at 10 µM; 190,000 tested, 0.055% active; AID 758;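 active = fluorescent GTP binding to Rab7 beads changed by at least 20 points from the 100% baseline, either direction, mostly lower; inconclusive = compound itself probably fluorescent, or too few beads counted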;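 note: median green fluorescence of bound Bodipy-FL-GTP per Rab7 bead population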
Bim-Bfl-1: inhibitors of Bim-Bfl-1 interaction, human; Bead-based flow cytometry, Bim-Bfl-1 binding inhibition; Q16548; 190,000 tested, 0.12% active; inhibition, % at 10 µM;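 note: 0% = wells without compound plus tracer and 100% = blocker peptide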
* hit, by the source's call; ? = inconclusive. Cut-off read from the data, not from the text of the source, unless noted: active = inhibition above about 40%.

Values run as follows: Bim-Bcl-B	Rac1 mut GTP	Bcl-XL Bim block	Cdc42 wt	Rac1 wt GTP bind	HRas wt GTP bind	Bcl-2 Bim block	Bcl-W Bim block	Rab2A wt mod	Rab7 wt modul	Bim-Bfl-1
> C=CCN(C(=O)CNC(=O)c1ccco1)C(C(=O)NC1CCCCC1)c1ccccc1F (stereo not given)
 : -10	97	-5	98	96	99	-6	0	96	97	-11
> O=C(COC(=O)C1COc2ccccc2O1)NC(=O)Nc1ccc2c(c1)OCCO2 (stereo not given)
 : -7	93	-2	93	95	96	-8	-3	93	92	-10
> CCn1cc(C(=O)OCC(=O)c2cc(C)n(-c3ccc(OC(F)F)cc3)c2C)c(=O)c2ccc(C)nc21
 : -18	78*	-5	79*	74*	85	-1	-7	76*	92	2
> O=C(c1ccccc1)c1nn(-c2ccc(Cl)cc2)cc1C(=O)c1cc2ccccc2oc1=O
 : 1	97	-1	101	103	100	0	0	98	99	-3
> O=c1[nH]c(CN2CCOCC2)nc2scc(-c3ccccc3)c12
 : 0	96	-2	94	98	99	-2	-2	99	106	-3
> Cn1c(=O)oc2cc(S(=O)(=O)NCCC(=O)NCCc3ccc(Cl)cc3)ccc21
 : -4	103	-3	104	112	104	-5	2	105	106	-10
> Cc1ccc(CN(Cc2ccco2)C(=S)Nc2ccccc2C)cc1
 : -8	95	-3	95	97	96	-10	-1	96	92	-8
> CCNC(=O)NC(=O)COC(=O)c1cccc(NS(=O)(=O)/C=C/c2ccccc2)c1
 : -6	95	-5	97	98	99	-5	-1	96	96	0
> CCc1ccccc1NC(=O)c1noc(C(C)C)c1[N+](=O)[O-]
 : -5	98	-4	96	99	98	0	-4	97	95	-4
> COc1ccccc1OCCSc1nc2ccccc2c(=O)[nH]1
 : 0	94	5	94	96	94	-6	4	93	98	-10
> Oc1ccc(-c2cnns2)c(O)c1
 : -8	100	-1	97	102	100	-3	-3	101	102	1
> CCN(CC)C(=O)CN(c1ccc(C)cc1)S(=O)(=O)c1ccc(SC)cc1
 : 3	96	0	99	97	98	0	0	99	94	1
> CCOC(=O)CNc1nc(C#N)nc(N2CCOCC2)n1
 : -13	100	-12	105	107	101	-18	-7	102	100	-19
> O=C(CN1CCc2ccccc21)NC(=O)NCc1ccccc1
 : 0	95	0	95	95	93	-1	0	95	98	-4
> CCC(=O)c1c(NC(C)C)cc(C)oc1=O
 : -5	93	-3	95	95	97	-2	-2	97	109	-5

Five compounds from above, reduced to Rab2A wt mod:
| SMILES | Rab2A wt mod |
| --- | --- |
| O=C(c1ccccc1)c1nn(-c2ccc(Cl)cc2)cc1C(=O)c1cc2ccccc2oc1=O | 98 |
| O=c1[nH]c(CN2CCOCC2)nc2scc(-c3ccccc3)c12 | 99 |
| Cn1c(=O)oc2cc(S(=O)(=O)NCCC(=O)NCCc3ccc(Cl)cc3)ccc21 | 105 |
| Cc1ccc(CN(Cc2ccco2)C(=S)Nc2ccccc2C)cc1 | 96 |
| CCNC(=O)NC(=O)COC(=O)c1cccc(NS(=O)(=O)/C=C/c2ccccc2)c1 | 96 |

New compounds follow.
Values run as follows: Bim-Bcl-B	Rac1 mut GTP	Bcl-XL Bim block	Cdc42 wt	Rac1 wt GTP bind	HRas wt GTP bind	Bcl-2 Bim block	Bcl-W Bim block	Rab2A wt mod	Rab7 wt modul	Bim-Bfl-1
> Cc1ccccc1Nc1cc2ccccc2c(=O)[nH]1
 : -10	98	-6	100	101	98	-7	3	98	100	1
> CCC(C)NC(=S)N1CCN(C(c2ccccc2)c2ccccc2)CC1 (stereo not given)
 : -4	101	-3	98	98	98	1	0	102	104	1
> O=C(Cn1c(C(=O)NCC2CCCO2)cc2sccc21)c1ccccc1 (stereo not given)
 : -10	101	-5	99	102	100	-9	1	100	95	-12
> CC(C)N1CCN(Cc2ccncc2)CC1CCO (stereo not given)
 : -2	96	-3	96	98	98	-3	-7	102	104	-7
> O=C(CC1C(=O)N(c2ccccc2)C(=S)N1c1ccccc1)c1ccccc1 (stereo not given)
 : -10	100	-9	102	106	100	-12	-6	99	98	-16
> N/C(CN1CCCC1=O)=N\O
 : -7	99	-4	101	101	101	-4	0	99	100	-8
> O=C(Nc1ccc(F)cc1)c1cn(-c2ccccc2)nc1-c1ccncc1
 : -5	98	-6	102	106	102	-13	-3	100	98	1
> Cc1ccc(Nc2nnc(SCC(=O)Nc3cccnc3Cl)s2)cc1C
 : -10	99	-10	101	105	99	-5	-5	99	97	-2
> O=C(COc1ccc(/C=C\[N+](=O)[O-])cc1)N1CCOCC1
 : -4	95	0	102	102	99	1	0	101	104	-3
> O=C(Nc1ccc2oc(-c3ccncc3)nc2c1)c1ccccc1F
 : -1	99	-2	101	98	100	0	-1	99	99	-3
> COc1ccc(S(=O)(=O)NCC2CCCN(C(=O)CN3CCCCC3)C2)cc1 (stereo not given)
 : -3	99	-1	96	102	101	-2	2	101	104	-2
> Cc1ccc(OC(C)C(=O)Nc2ccc(S(=O)(=O)Nc3cc(C)on3)cc2)cc1 (stereo not given)
 : -14	99	-10	105	105	103	-6	0	104	102	-17
> c1ccc(-c2ccnc3ncnn23)nc1
 : 0	97	1	92	94	91	2	-2	93	101	-1
> CCCC1=C(C(=O)OCC)C(c2ccc(NC(C)=O)cc2)NC(=O)N1 (stereo not given)
 : -1	94	-2	95	94	97	-3	-4	94	100	-2
> CCOC(=O)CNC(=O)CNC(=O)c1ccc(OCC(C)C)cc1
 : -8	101	0	104	105	105	-11	3	103	103	-9
> CN(C)S(=O)(=O)c1ccc(Nc2ccc(-c3ccc4c(c3)OCCO4)nn2)cc1
 : -3	96	-1	94	96	93	-2	0	90	94	0
> COc1ccc(S(=O)(=O)N2CCOCC2)cc1OC
 : -3	93	-1	96	97	96	0	-3	97	91	1
> COC(=O)c1cn(-c2ccccc2)c(=O)c2ccccc12
 : -6	99	-1	100	100	96	-5	0	96	92	-5
> COc1ccc(C(=O)CN2CCN(c3ccc(F)cc3)CC2)cc1OC
 : 1	?	-1	?	?	?	-1	-3	?	?	-1
> c1ccc2oc(-c3csc(NCC4CCCO4)n3)cc2c1 (stereo not given)
 : -10	91	-3	90	92	94	2	0	94	92	3
> CN1CCC(=NNC(=O)C(=O)Nc2ccccc2F)CC1
 : 0	98	-1	99	102	98	-2	0	101	106	-3
> COc1ccc(/C(O)=C2/C(=O)C(=O)N(c3ncccn3)C2c2ccc(OC)cc2)cc1 (stereo not given)
 : -2	96	0	100	105	95	0	3	94	97	0
> Cc1cccc(NC(=O)Cn2nnc(-c3ccc(CN4CCCC4)cc3)n2)c1C
 : -6	101	-3	105	106	103	-9	3	103	101	-10
> Cc1cc(=O)oc2cc(OC(=O)c3nn(C(C)C)c(=O)c4ccccc34)ccc12
 : -9	101	-9	101	103	103	-5	-4	101	104	0
> COc1ccc(-c2nnc3sc(C4CCCCC4)nn23)cc1OC
 : -7	99	-13	100	102	101	-6	-4	101	102	-12
> COCCn1c(SCC(=O)OC(C)C)nnc1-c1ccccc1
 : -3	?	-2	?	?	?	-7	1	?	?	-13
> O=C(NCCc1nc2ccccc2[nH]1)c1ccc(F)cc1
 : -3	102	0	105	106	103	-3	3	101	101	-8
> Cc1occc1-c1nnc(SCC(=O)Nc2nc(C(C)(C)C)cs2)o1
 : -8	99	-5	101	104	102	-7	0	101	101	-8
> COC(=O)c1sc(N)c(C(=O)OC)c1COC(=O)c1c(C)noc1C
 : -8	92	-5	95	93	95	-12	0	96	93	-5
> CCc1nnc(NC(=O)c2cccc(S(=O)(=O)N3CC(c4ccccc4)CC3=O)c2)s1 (stereo not given)
 : -10	99	-6	103	105	102	-9	-1	101	100	-10

Among those listed so far, these have a Cl atom.
Values run as follows: Bim-Bcl-B	Rac1 mut GTP	Bcl-XL Bim block	Cdc42 wt	Rac1 wt GTP bind	HRas wt GTP bind	Bcl-2 Bim block	Bcl-W Bim block	Rab2A wt mod	Rab7 wt modul	Bim-Bfl-1
> O=C(c1ccccc1)c1nn(-c2ccc(Cl)cc2)cc1C(=O)c1cc2ccccc2oc1=O
 : 1	97	-1	101	103	100	0	0	98	99	-3
> Cn1c(=O)oc2cc(S(=O)(=O)NCCC(=O)NCCc3ccc(Cl)cc3)ccc21
 : -4	103	-3	104	112	104	-5	2	105	106	-10
> Cc1ccc(Nc2nnc(SCC(=O)Nc3cccnc3Cl)s2)cc1C
 : -10	99	-10	101	105	99	-5	-5	99	97	-2

Taken from above, five compounds:
Values run as follows: Bim-Bcl-B	Rac1 mut GTP	Bcl-XL Bim block	Cdc42 wt	Rac1 wt GTP bind	HRas wt GTP bind	Bcl-2 Bim block	Bcl-W Bim block	Rab2A wt mod	Rab7 wt modul	Bim-Bfl-1
> COC(=O)c1cn(-c2ccccc2)c(=O)c2ccccc12
 : -6	99	-1	100	100	96	-5	0	96	92	-5
> COc1ccc(C(=O)CN2CCN(c3ccc(F)cc3)CC2)cc1OC
 : 1	?	-1	?	?	?	-1	-3	?	?	-1
> c1ccc2oc(-c3csc(NCC4CCCO4)n3)cc2c1 (stereo not given)
 : -10	91	-3	90	92	94	2	0	94	92	3
> CN1CCC(=NNC(=O)C(=O)Nc2ccccc2F)CC1
 : 0	98	-1	99	102	98	-2	0	101	106	-3
> COc1ccc(/C(O)=C2/C(=O)C(=O)N(c3ncccn3)C2c2ccc(OC)cc2)cc1 (stereo not given)
 : -2	96	0	100	105	95	0	3	94	97	0

The results go on.
Values run as follows: Bim-Bcl-B	Rac1 mut GTP	Bcl-XL Bim block	Cdc42 wt	Rac1 wt GTP bind	HRas wt GTP bind	Bcl-2 Bim block	Bcl-W Bim block	Rab2A wt mod	Rab7 wt modul	Bim-Bfl-1
> CN(C)C(CNC(=O)CCOc1ccccc1)c1ccco1 (stereo not given)
 : 3	91	0	91	89	94	-1	0	96	99	-4
> Cc1cc(C#N)c(SCC(N)=O)nc1-c1ccc(F)cc1
 : -12	100	-7	99	100	95	-4	-3	99	97	0
> CCOc1ccc(N(C(C)=O)C2C=CS(=O)(=O)C2)cc1 (stereo not given)
 : -10	98	-6	102	102	97	-7	-6	99	100	-6
> Cc1ccccc1CSCCNC(=O)c1ccccc1
 : -5	99	-1	102	101	102	1	-2	100	102	0
> COc1cccc(NC(=O)CCCn2c(=O)[nH]c3ccccc3c2=O)c1
 : 0	97	-2	101	100	98	0	0	98	100	0
> Cc1ccc(C)c(NC(=O)CSc2nnc(-c3n[nH]c4ccccc34)o2)c1
 : -7	99	-5	98	97	98	-3	-5	93	98	0
> CSc1nc(N)nc(SCC(=O)Nc2cccc(F)c2)c1C#N
 : -5	101	-8	100	101	99	0	-8	101	100	-4
> CN(C)S(=O)(=O)c1ccc2c(c1)c(=O)c(C(=O)NCCCN1CCCCCC1)cn2C
 : -2	104	-2	109	111	104	-4	0	106	105	-8
> OCCC1CN(Cc2ccc(-c3ccco3)cc2)CCN1Cc1ccsc1 (stereo not given)
 : -8	94	-6	92	95	96	-6	-2	96	103	-7
> O=C(Nc1ccncc1)c1ccc2c(c1)OCCO2
 : 2	96	0	100	104	100	0	0	96	95	0
> O=C(Nc1ccon1)c1csc2c1CCCC2
 : -9	99	-4	102	101	102	-5	0	99	101	-7
